From PubChem
Eya2 inh = inhibitors of human Eya2 phosphatase activity. O00167. recombinant Eya2, OMFP fluorescence dephosphorylation (OMFP is methylfluorescein phosphate). Potency, µM (series often up to 76.9 µM), for inactives: at the top dose activity, negative = inhibition, most hits filed as inhibitors. 0.006% of 330,000 active. AID 488837; note: potency is the fitted concentration of half-maximal effect
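Eya2 (0.2 uM) preincubated 10 min at ambient with compound, then OMFP substrate added at 50 uM; 10 min reaction in 50 mM HEPES pH 7.5, 50 mM NaCl, 5 uM MgCl2, 0.05% BSA, 1 mM DTT. Fluorescence read at Ex 485/Em 525 nm.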
KCNH2 WT inh = blocks the wildtype human KCNH2 potassium channel | U2OS, BacMam KCNH2, thallium flux FluxOr; stronger effect = lower value | Q12809 | 0.37% of 340,000 active | activity change, % at 1.84 µM | AID 720551;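 active = maximum activity change below -70%; inconclusive = maximum activity change between -70% and -50%; inactive = maximum activity change above -50%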
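U2OS cells transduced with wild-type KCNH2 virus are loaded with FluxOr dye for 45 min, and thallium flux is measured in kinetic reads before and after stimulation buffer. Rate constants are normalized to DMSO controls.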
B2AR arrestin = agonists driving beta-arrestin recruitment to human beta2-adrenergic receptor | P07550 | beta-arrestin recruitment to beta2AR, cell-based reporter | Potency, µM (series often up to 46.1 µM), without a hit: at the highest dose activation, hits mostly activators | 0.02% of 330,000 active;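 note: potency is the fitted concentration of half-maximal effect; 0% = DMSO controls and full agonism = EC100 isoproterenol or metaproterenol; nearly all actives have a fitted effect of over 65% in size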
Target sequence (P07550 whole entry, looked up): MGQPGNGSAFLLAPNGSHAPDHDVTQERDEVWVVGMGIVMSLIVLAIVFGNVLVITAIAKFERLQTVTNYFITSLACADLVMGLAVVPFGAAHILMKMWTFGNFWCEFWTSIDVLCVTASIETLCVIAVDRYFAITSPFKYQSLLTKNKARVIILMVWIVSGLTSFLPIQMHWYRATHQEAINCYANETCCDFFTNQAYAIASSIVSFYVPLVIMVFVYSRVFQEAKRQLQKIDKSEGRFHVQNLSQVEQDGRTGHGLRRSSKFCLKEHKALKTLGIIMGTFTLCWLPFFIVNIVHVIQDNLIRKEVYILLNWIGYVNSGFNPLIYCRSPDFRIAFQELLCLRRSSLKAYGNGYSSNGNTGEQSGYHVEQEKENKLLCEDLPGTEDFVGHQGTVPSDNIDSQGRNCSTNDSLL
uPA generation = inhibitors of cell surface uPA generation; cell surface uPA generation assay, qHTS; Potency, µM (top dose mostly 38.3 µM), without a hit: at the top dose activity change, negative = inhibition, hits mostly inhibitors; 0.31% of 330,000 active; active = well fitted inhibition curve with a large enough effect; inconclusive = small, poorly fitted or top-dose-only effect; inactive = no such curve, though single readings can be large or run the other way; tested in mouse RAW 264.7 cells; note: potency is the fitted concentration of half-maximal effect; nearly all actives have a fitted effect of over 55% in size
USP2a block = USP2a (human) protease inhibition. 0.01% of 330,000 active. O75604. USP2 core, Ub-CHOP2 coupled fluorogenic reporter, 485/531. AID 463254. Potency, µM (top dose mostly 38.3 µM), for inactives: at the highest dose activity change, negative = inhibition, usual class: inhibitors;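 note: potency is the fitted concentration of half-maximal effect; plate controls were DMSO wells for no effect and full inhibition by NEM control for full effect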
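Deubiquitinase activity read as fluorescence (485/531 nm) after Ub-CHOP2 cleavage activates the enterokinase reporter on its substrate; USP2 core 10nM, Ub-CHOP2 and substrate 25nM each, 30min compound preincubation then 60min RT; data normalized to NEM, curves fitted.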
GALK inhibitor = blocks human galactokinase activity; P51570; Purified GALK, Kinase-Glo residual ATP luminescence; Potency, µM (series often up to 57.5 µM), for inactives: at the top dose activity change, negative = inhibition, most hits filed as inhibitors; 0.007% of 270,000 active; note: potency is the fitted concentration of half-maximal effect
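Kinase-Glo Plus luminescence measured ATP left after a 1 h room-temperature reaction. The reaction used 5 nM GALK, 100 uM galactose and 35 uM ATP at pH 8.0 (20 mM HEPES, 5 mM MgCl2, 60 mM NaCl, 1 mM DTT, 0.01% BSA).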
KCNH2 3.1 block = blocks the human KCNH2 3.1 channel isoform. U2OS KCNH2 3.1, thallium flux FluxOr; stronger effect = lower value. activity change, % (tested at about 1.8 µM). 0.95% of 340,000 active;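 active = maximum activity change below -70%; inconclusive = maximum activity change from -70% to -50%; inactive = maximum activity change above -50%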;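 note: thallium influx rate constant from kinetic fluorescence after stimulation buffer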
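Thallium flux via FluxOr fluorescence (Red40 quencher, 45 min loading) in U2OS cells virally expressing the KCNH2 3.1 isoform (1.77 x 10^8 /mL virus, overnight at 37 C). Rate constants from 2-min kinetic reads post-stimulation, normalised to positive and negative controls.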
Giardia killer = Giardia lamblia killing. Giardia lamblia trophozoite viability. activity change, % at 7.66 µM, hits read low. 0.15% of 340,000 active; in the data active = activity change below about -80%; inconclusive = between about -30% and that limit;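 note: parasites exposed to compound for two days anaerobically before the ATP read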
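Luminescent ATP signal served as the viability read-out, measured 15-30 min after adding ATP detection reagent to trophozoites that had been incubated with compounds for 48 hrs at 37 deg C anaerobically at 100 cells/well.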
BCR signal inh = blocks chronic active B-cell receptor signaling; ABC-DLBCL IkBa-CBG/CBR reporter, luminescence ratio, 4 h; Potency, µM (highest dose often 46.1 µM), without a hit: at the highest dose ratio change, negative = lower green/red ratio, actives largely listed as inhibitors; 0.05% of 340,000 active; AID 493014; active = well fitted inhibition curve with a large enough effect in the signal ratio, with a control signal flat, not every such curve was filed as active; inconclusive = small, poorly fitted or top-dose-only effect, or effect the other way, or a change in a side signal; the % refers to the signal ratio;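 note: potency is the fitted concentration of half-maximal effect; plate controls were basal doxycycline-induced cells for no effect and cells given 10 µM MG132 for full effect; MG132 reads +100%, hits lower the ratio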
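TMD8 human ABC-DLBCL cells with doxycycline-inducible IκBα–green luciferase fusion and unfused red luciferase, in 0.5% FBS medium; compounds up to 46 uM, 4 h at 37C. Green/red luminescence ratio, filter-overlap corrected, fitted to concentration-response curves.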
PKM2 activator = activators of human pyruvate kinase M2 | P14618 | purified PKM2, Kinase-Glo ATP luminescence, activation; response scale: 0% is enzyme alone, no compound | Potency, µM (highest dose often 57.5 µM), for the others: at the highest dose activation, most hits filed as activators | 0.34% of 260,000 active; note: potency is the fitted concentration of half-maximal effect; nearly all actives have a fitted effect of over 55% in size
Target sequence (P14618 whole entry, looked up): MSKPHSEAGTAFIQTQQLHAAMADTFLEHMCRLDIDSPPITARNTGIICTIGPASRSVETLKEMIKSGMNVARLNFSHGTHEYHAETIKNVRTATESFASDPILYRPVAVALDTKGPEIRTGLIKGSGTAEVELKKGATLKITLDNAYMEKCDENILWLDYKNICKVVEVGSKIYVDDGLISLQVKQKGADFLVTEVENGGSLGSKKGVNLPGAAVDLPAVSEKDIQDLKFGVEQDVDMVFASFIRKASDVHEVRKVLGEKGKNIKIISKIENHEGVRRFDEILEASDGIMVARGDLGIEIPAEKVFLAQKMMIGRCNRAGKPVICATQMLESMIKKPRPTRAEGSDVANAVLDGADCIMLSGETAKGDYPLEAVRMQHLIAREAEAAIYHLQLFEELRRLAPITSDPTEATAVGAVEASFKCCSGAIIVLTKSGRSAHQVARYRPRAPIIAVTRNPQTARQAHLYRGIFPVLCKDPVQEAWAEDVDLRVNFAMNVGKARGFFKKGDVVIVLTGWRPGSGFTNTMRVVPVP
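Purified hPK-M2 (>95% pure) converted ADP (0.1 mM final) to ATP with 0.5 mM PEP in 50 mM imidazole pH7.2, KCl, MgCl2, Tween 20, BSA; 1 h at room temperature. ATP detected by Kinase-Glo luminescence.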
FBPA coupling cs = counter-screen for Giardia aldolase inhibitors: coupling enzyme system; coupling enzyme system counterscreen, AmpLite Red fluorescence; activity change, negative = inhibition, % at 58.2 µM, hits read low; 0.67% of 290,000 active; in the data active = activity change below about -30%
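Counterscreen of the coupled detection system alone, without aldolase: glyceraldehyde-3-phosphate coupling enzymes plus AmpLite Red readout. Compounds at 57.5 uM final, 10 min RT preincubation, 20 min RT reaction, fluorescence 525/598 nm.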
Numbers without * were called inactive; ? = inconclusive; · = no result given; [ ] = dose if it differs, or a comment. Unless noted, calls come from the whole dose curve; as a rule, active = well fitted curve in the direction sought with a large enough effect; inconclusive = small, poorly fitted or top-dose-only effect, or another doubt; inactive = no such curve, though single readings can be large; an effect the other way counts as inactive or inconclusive. Unless noted, % is set by controls: 0 for no effect and ±100 for the full control effect.

SMILES	Eya2 inh	KCNH2 WT inh	B2AR arrestin	uPA generation	USP2a block	GALK inhibitor	KCNH2 3.1 block	Giardia killer	BCR signal inh	PKM2 activator	FBPA coupling cs
O=C(CCCn1c(=S)[nH]c2ccccc2c1=O)N1CCN(c2cccc(Cl)c2)CC1	-5%	-13	0.0%	-3%	0%	4%	·	-9	?	0%	4
Cc1ccc(CCCNC(=O)C2CCC(=O)N(Cc3cccc(F)c3)C2)cc1 (stereo unspecified)	-1%	11	0.3%	-9%	3%	1%	8	-19	7%	·	-2
Cc1cc(C)c2c(n1)nn1c(N3CCN(c4ccccn4)CC3)cc(C)nc21	12%	·	0.4%	·	2%	-1%	·	·	-1%	-5%	1
COc1cccc(N(C(=O)Cn2nnc(-c3ccc(C)cc3)n2)C(C(=O)NC(C)(C)C)c2c[nH]c3ccccc23)c1 (stereo unspecified)	5%	1	-0.5%	-3%	4%	-1%	-15	-5	14%	-1%	-7
CCOC(=O)C(C)N1N=C(/C=C/c2ccc(OC)cc2)CCC1=O (stereo unspecified)	4%	2	-0.3%	1%	0%	1%	1	-14	-1%	-3%	1
CCOC(=O)c1c(C)c2c(=O)[nH]cnc2n1-c1ccccc1	-1%	-9	0.4%	2%	1%	-1%	10	-3	?	·	0
CN(c1ccc(C(=O)N/N=C/c2cccc([N+](=O)[O-])c2)cc1)S(=O)(=O)c1ccccc1	5%	11	-0.7%	-7%	-7%	-2%	-23	-6	-7%	·	1
CCOC(=O)c1cc(C)sc1NC(=O)CN1CCN(C(=O)c2ccco2)CC1	-13%	3	-0.2%	1%	2%	-2%	-5	2	?	-10%	·

A portion from further up:
SMILES	Eya2 inh	KCNH2 WT inh	B2AR arrestin	uPA generation	USP2a block	GALK inhibitor	KCNH2 3.1 block	Giardia killer	BCR signal inh	PKM2 activator	FBPA coupling cs
O=C(CCCn1c(=S)[nH]c2ccccc2c1=O)N1CCN(c2cccc(Cl)c2)CC1	-5%	-13	0.0%	-3%	0%	4%	·	-9	?	0%	4
Cc1ccc(CCCNC(=O)C2CCC(=O)N(Cc3cccc(F)c3)C2)cc1 (stereo unspecified)	-1%	11	0.3%	-9%	3%	1%	8	-19	7%	·	-2
Cc1cc(C)c2c(n1)nn1c(N3CCN(c4ccccn4)CC3)cc(C)nc21	12%	·	0.4%	·	2%	-1%	·	·	-1%	-5%	1
COc1cccc(N(C(=O)Cn2nnc(-c3ccc(C)cc3)n2)C(C(=O)NC(C)(C)C)c2c[nH]c3ccccc23)c1 (stereo unspecified)	5%	1	-0.5%	-3%	4%	-1%	-15	-5	14%	-1%	-7

Carrying on:
SMILES	Eya2 inh	KCNH2 WT inh	B2AR arrestin	uPA generation	USP2a block	GALK inhibitor	KCNH2 3.1 block	Giardia killer	BCR signal inh	PKM2 activator	FBPA coupling cs
Cc1cc(C)c2c(n1)SCC(=O)N2CC(=O)Nc1cccc(Cl)c1	8%	0	-0.6%	3%	1%	·	24	29	6%	1%	2
CN(C)CCn1c2c(c(SCC(=O)N3CCc4ccccc43)nc1=O)CCCC2	9%	4	2.5%	-5%	1%	·	1	-8	-13%	·	·
CCOC(=O)C1CCN(C(=O)c2ccc3snnc3c2)CC1	-6%	11	-0.5%	-1%	1%	0%	-1	-3	6%	-3%	0
CCOc1ccc(NC(=O)C2CCN(S(=O)(=O)c3ccc4c(c3)CC(C)N4C(C)=O)CC2)cc1 (stereo unspecified)	0%	3	0.0%	-5%	4%	0%	16	-20	1%	·	-3
Cc1cc2c(cc1C)[n+](C)cn2CC(O)COCc1ccccc1 (stereo unspecified)	3%	13	-0.4%	·	1%	0%	2	-11	7%	-6%	-2
Cc1ccccc1C(=O)NNS(=O)(=O)c1cccc([N+](=O)[O-])c1	-3%	-7	-0.1%	5%	1%	0%	-14	-19	?	1%	-1
CCN(Cc1ccccc1)C(=O)CCNS(=O)(=O)c1cc(Br)cnc1N	-7%	-1	0.2%	0%	-1%	3%	-10	-14	2%	·	·
CCOCCCNC(=S)N1CCN(c2nc(-c3ccccc3)cs2)CC1	-19%	12	-0.2%	12%	0%	7%	-1	-15	-4%	8%[11.5 µM]	2
COc1ccc(CNC(=O)CSc2nc3ccc(C)cc3[nH]2)cc1OC	7%	6	0.5%	-1%	0%	-1%	-16	-7	-5%	·	0
O=C(CN1CCOCC1)Nc1ccc(C2CCCCC2)cc1	14%	2	-0.2%	6%	?	4%	-4	-3	1%	-5%	2
c1ncn(C23CC4CC(CC(C4)C2)C3)n1	-3%	-3	-1.2%	5%	1%	·	7	2	4%	-6%	1
COc1ccc(OC)c(CCNC(=O)CCc2nnc3ccc(N4CCOCC4)nn23)c1	-16%	14	0.0%	-4%	3%	0%	9	-5	-10%	·	·
CN(C)c1ccnc(Nc2ccccc2)c1C#N	4%	-10	-0.9%	3%	0%	1%	-90*	22	?	-7%	-1
CSc1ncccc1C(=O)OCC(=O)NCc1ccccc1	4%	-11	0.4%	-8%	1%	·	-11	21	0%	·	·
O=C(c1cc(COc2ccc(F)cc2Cl)on1)N1CC[C@@H]2CCCC[C@H]2C1	-3%	5	0.0%	16%	2%	7%	0	1	?	-10%	·
CCN1C(=O)/C(=C/c2c(C)nn(C)c2C)SC1=S	-8%	4	-0.3%	·	10%	-3%	0	2	-14%	8%	1
COc1ccccc1NC(=O)CN1CCN(CC(=O)Nc2ccc(C)c(F)c2)CC1	?	-9	-0.7%	1%	2%	1%	?	-6	-21%	·	3
Cc1ccccc1OCCn1c(=S)[nH]c2c(N)ncnc21	-9%	2	0.2%	-15%	-1%	-3%	7	-10	1%	·	2
CN(C1CCCCC1)S(=O)(=O)c1cc2c(cc1Cl)NC(=O)CO2	-11%	-8	0.2%	1%	3%	2%	12	4	2%	·	·
Cc1nc(N2CCN(Cc3ccccc3)CC2)nc2c1C(=O)CCC2	0%	15	-0.7%	-5%	-2%	0%	12	-8	-16%	5%	3
Cc1ccc(OCCN2C(=O)CSC2=O)cc1	-19%	0	0.2%	3%	1%	-1%	-5	-2	3%	-5%	2
CCOC(=O)c1cc(-c2ccccc2)sc1NC(=O)C(C)N1C(=O)c2ccccc2C1=O (stereo unspecified)	12%	2	-0.3%	-1%	2%	0%	17	-7	7%	-16%	-5
Cc1cc(C)c(S(=O)(=O)NCc2cn3c(C)csc3n2)c(C)c1	2%	-12	0.5%	-2%	1%	3%	-2	-5	0%	0%	1
COc1ccccc1CNc1ncnc2sccc12	-11%	-4	0.1%	-8%	3%	1%	-7	-14	?	-4%	1
CCn1c(CCC(=O)O)nc2cc(S(=O)(=O)N3CCOCC3)ccc21	7%	-4	0.3%	3%	2%	·	9	2	2%	·	·
COc1cc(/C=N/n2c(-c3cc(C)[nH]n3)n[nH]c2=S)ccc1O	?	-19	-0.5%	-1%	0%	-2%	16	-2	0%	-1%	0
c1ccc(-c2cc3ccccc3cn2)cc1	-3%	-4	-0.2%	?	-1%	·	-3	?	?	·	·
CCN(CC)S(=O)(=O)c1ccc(C(=O)Nc2nnc(NC(=S)Nc3ccccc3)s2)cc1	-15%	-2	-0.1%	-4%	0%	2%	4	-9	?	0%	-1
CC(C)(C)c1cc[n+](-c2[nH]c(=O)sc2/C=N/NC(=O)c2ccccc2[O-])cc1	-7%	3	-0.2%	0%	12%	5%	-8	-18	?	·	6
CCOc1ccc2nc(NS(=O)(=O)c3cccs3)sc2c1	-11%	-2	0.3%	-4%	-2%	-1%	-11	6	8%	?	7
Cc1cccc(C(=O)NCC(=O)N2CCCCCCC2)c1	1%	-13	-0.9%	0%	5%	·	7	17	1%	·	·
C=CCOc1ccc(C(=O)N(Cc2ccc(N(C)C)cc2)C2CCS(=O)(=O)C2)cc1 (stereo unspecified)	1%	-2	-0.4%	0%	-6%	2%	-1	3	-2%	-1%	-1
